Screening data (PubChem BioAssay)
D1 antagonist: Antagonist of Human D 1 Dopamine Receptor: qHTS; D(1A) dopamine receptor (Homo sapiens), P21728; HEK293 TREx D1 cells, calcium flux, dopamine EC80; active compounds read low; activity change, negative = inhibition, % at 10 µM; 3.2% of 360,000 active; AID 504652, 2011; in the data active = activity change below about -30%; note: % is set by controls: 0 for no effect and ±100 for the full control effect
Target sequence (P21728 whole entry, looked up): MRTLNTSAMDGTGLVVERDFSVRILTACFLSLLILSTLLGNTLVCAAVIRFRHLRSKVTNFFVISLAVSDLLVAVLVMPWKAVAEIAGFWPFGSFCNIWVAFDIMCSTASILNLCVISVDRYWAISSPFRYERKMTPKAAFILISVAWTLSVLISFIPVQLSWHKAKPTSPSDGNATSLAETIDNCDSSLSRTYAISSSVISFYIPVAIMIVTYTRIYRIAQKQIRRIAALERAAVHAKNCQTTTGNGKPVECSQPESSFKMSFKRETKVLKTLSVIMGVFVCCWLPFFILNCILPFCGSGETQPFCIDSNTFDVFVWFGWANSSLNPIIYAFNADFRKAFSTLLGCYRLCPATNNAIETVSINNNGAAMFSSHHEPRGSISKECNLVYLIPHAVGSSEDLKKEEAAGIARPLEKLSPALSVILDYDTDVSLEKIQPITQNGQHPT
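HEK293 T-REx cells expressing inducible, force-coupled D1 receptor; no-wash Ca dye, 30–90 min RT. Cmpd → 180 s read at 1 Hz → EC80 DA → 180 s read.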
Vif-A3F inh: qHTS for Inhibitors of Vif-A3F Interactions: qHTS. Potency, µM (titrated, usually from 46.1 µM), for the others: top-dose activity, negative = active. 0.2% of 390,000 active. HeLa A3F-eYFP + Vif (tagged APOBEC3F with the HIV-1 protein that degrades it), YFP fluorescence increase. AID 602313, 2012; note: potency is the fitted concentration of half-maximal effect; % of control where 0% means no effect; nearly all actives have a fitted effect of over 65% in size
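Fluorescence increase (Ex 488/Em 500-530) after overnight compound treatment at 37 deg C flags inhibition of Vif-driven A3F-eYFP loss in stable HeLa A3F-eYFP/Vif cells seeded overnight beforehand.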
Vif-A3G inh: qHTS for Inhibitors of Vif-A3G Interactions: qHTS; 0.076% of 410,000 active; Potency, µM (doses to about 46.1 µM), inactives show at the highest dose activity, negative = active, most hits filed as inhibitors; AID 602310, 2012; HeLa A3G-eYFP + Vif (tagged APOBEC3G with the HIV-1 protein that degrades it), YFP fluorescence, overnight;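 note: potency is the fitted concentration of half-maximal effect; % is set by controls: 0 for no effect and ±100 for the full control effect; nearly all actives have a fitted effect of over 60% in size; hits raise eYFP signal because A3G escapes Vif-driven loss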
Target sequence (Q9HC16 whole entry, looked up): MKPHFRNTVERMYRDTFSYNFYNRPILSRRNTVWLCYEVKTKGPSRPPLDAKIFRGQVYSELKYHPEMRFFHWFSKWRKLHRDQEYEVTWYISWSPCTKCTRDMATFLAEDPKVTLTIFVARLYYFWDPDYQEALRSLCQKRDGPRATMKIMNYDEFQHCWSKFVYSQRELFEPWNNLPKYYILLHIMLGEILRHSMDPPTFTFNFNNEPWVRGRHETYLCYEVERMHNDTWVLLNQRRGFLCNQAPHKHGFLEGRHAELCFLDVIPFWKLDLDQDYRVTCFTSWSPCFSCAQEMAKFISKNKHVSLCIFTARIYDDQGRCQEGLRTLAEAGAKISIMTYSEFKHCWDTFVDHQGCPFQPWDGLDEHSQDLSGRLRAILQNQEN
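HeLa cells stably expressing Vif and C-terminally eYFP-tagged A3G, seeded overnight at 37 deg C, then exposed to compound by pintool overnight at 37 deg C. Rise in yellow fluorescence (Ex 488/Em 500-530, Acumen) marks blocked Vif-driven A3G degradation.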
RXFP1 agonist: qHTS Assay for Agonists of the Relaxin Receptor RXFP1. 0.3% of 370,000 active. AID 2676, 2010. Potency, µM (top dose mostly 57.5 µM), for inactives: top-dose activation, hits mostly activators. HEK293T-RXFP1 cAMP TR-FRET, 30 min; response scale: percent of porcine relaxin response, buffer zero. Relaxin receptor 1 (Homo sapiens), Q9HBX9; note: potency is the fitted concentration of half-maximal effect; % is set by controls: 0 for no effect and ±100 for the full control effect; nearly all actives have a fitted effect of over 60% in size; many of its hits are not listed in these tables
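Agonist response is measured as cAMP accumulation in an RXFP1-transfected HEK293T line under PDE4 inhibition. Values are scaled between buffer-only and 29 nM porcine relaxin, and EC50s come from standard Hill equation fits.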
D1 PAM: Potentiators of Human D1 Dopamine Receptor: qHTS; D(1A) dopamine receptor (Homo sapiens), P21728; HEK293 TREx D1 cells, calcium flux, dopamine EC20 potentiation; potentiation, % at 10 µM; 0.036% of 360,000 active; in the data active = potentiation above about 30%; note: 0% is about no effect
LDHA inh: qHTS assay for inhibitors of human lactate dehydrogenase; 0.15% of 480,000 active; L-lactate dehydrogenase A chain (Homo sapiens), P00338; AID 1347041, 2019; purified LDHA, NADH/diaphorase-resazurin fluorescence; active compounds read low; activity change, % (values are at about 110 or 230 µM); in the data active = activity change below about -30%; inconclusive = mostly about -25% to -30%;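 note: plate controls were DMSO wells for no effect and wells without enzyme for full effect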
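LDH5 2 nM; NADH 0.06 mM, pyruvate 0.2 mM; 200 mM Tris pH 7.4, EDTA, Tween-20; 5 min RT. Detection: diaphorase 0.133 mg/mL + resazurin 37 µM, fluorescence ex540/em590 at 0 and 20 min; normalized to enzyme-free and DMSO wells.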
D2 PAM: HTS Assay for Positive Allosteric Modulators of the Human D2 Dopamine Receptor: Primary Screen for Potentiators. potentiation, % at 10 µM. 0.34% of 340,000 active. HEK293 T-REx D2, calcium flux, EC20 dopamine potentiation. D(2) dopamine receptor (Homo sapiens), P14416. AID 485347, 2010;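 active = potentiation over 3 SD above the plate norm, cut at about 30% in these data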; note: 0% is about no effect
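Potentiation of an EC20 dopamine calcium response is measured in a force-coupled, tetracycline-inducible Hek293 Trex D2 line. Compound-only kinetic reads over 180 s flag agonists before dopamine addition.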
GRP78 ERSR act: qHTS for Inducers of the Endoplasmic Reticulum Stress Response (ERSR) in Human Glioma: qHTS; Potency, µM, for the others: at the highest dose activation, actives largely listed as activators; U87-MG GRP78 promoter luciferase reporter, 16 h; 0.02% of 420,000 active; note: potency is the fitted concentration of half-maximal effect; series mostly up to about 76 µM; % of control where 0% means no effect; nearly all actives have a fitted effect of over 35% in size
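Stably transfected U87-MG glioma cells carrying a GRP78-based luciferase sensor; 16 h compound incubation. Luminescence end-point read 10 min after Bright-Glo addition at room temperature.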
D1 agonist: Allosteric Agonists of the Human D1 Dopamine Receptor: qHTS; HEK293 T-REx D1 cells, calcium flux, agonist mode; activation, % at 2 µM; D(1A) dopamine receptor (Homo sapiens), P21728; 1% of 360,000 active; AID 504660, 2011; in the data active = activation above about 30%; note: 0% is about no effect
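Tetracycline-induced HEK293 TREx D1 cells, force-coupled to calcium signalling, were dye-loaded with a no-wash calcium kit. Compound was pin-added after a 10 s baseline. Fluorescence was read kinetically at 1 cycle/s for 180 s, with calcium rises flagged as agonism.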
* marks the source's active call; other numbers are inactive results; ? = inconclusive; nt = no result given; & = joins results of further samples. Unless noted, calls come from the whole dose curve; as a rule, active = well fitted curve in the direction sought with a large enough effect; inconclusive = small, poorly fitted or top-dose-only effect, or another doubt; inactive = no such curve, though single readings can be large; an effect the other way counts as inactive or inconclusive.

1. COc1ccc(CNC(=O)C2CSC(c3ccc(OC)cc3)N2C(C)=O)cc1 (stereo not given)
2. O=C(CSc1ccc(Cl)cc1)Nc1ncccn1
3. O=C(Cc1ccc(S(=O)(=O)N2CCOCC2)s1)N1CCN(c2ccc(C(F)(F)F)cc2[N+](=O)[O-])CC1
4. COc1ccc(CC(=O)Nc2nc(-c3cccc([N+](=O)[O-])c3)cs2)cc1
5. COc1ccccc1-c1noc(CSc2nnc(-c3ccccc3)n2-c2ccc(C)c(C)c2)n1
6. CCOC(=O)CNC(=O)N1CCCC(CCC(=O)NCc2ccc(F)c(F)c2)C1 (stereo not given)
7. CN(C)C1(CNC(=O)C2CCN(S(=O)(=O)c3c(Cl)cccc3Cl)CC2)CCCCC1
8. Cc1cccc(NC2=C/C(=N/S(=O)(=O)c3cccs3)c3ccccc3C2=O)c1
9. COC(=O)CN1C(=S)N(C)C(=O)C1CC(=O)Nc1ccccc1 (stereo not given)
10. CC(C)c1ccc(Oc2cccc(C(=O)/C(C#N)=C/N(C)C)c2)cc1
Compound	1	2	3	4	5	6	7	8	9	10
D1 antagonist	-5	10	-15	0	-10	13	1	3	-1	1
Vif-A3F inh	-1%	-7%	4%	9%	0%	6%	10%	2%	1%	1%
Vif-A3G inh	0%	-2%	1%	0%	-7%	0%	-1%	-10%	2%	2%
RXFP1 agonist	4.8%	0.5%	0.9%	2.7%	0.2%	-3.9%	-0.2%	-1.5%	1.4%	0.0%
D1 PAM	-4	8	-6	7	-1	-3	-4	-2	-1	0
LDHA inh	-1	0	-4	-3	-17	-2	-10	30	-1	-2
D2 PAM	0	19	-1	nt	-4	18	nt	6	5	-4
GRP78 ERSR act	-2%	-3%	-2%	0%	-3%	-2%	-5%	5%	0%	-1%
D1 agonist	3	5	5	2	1	3	3	6	2	0

11. Cc1cccc(NC(=O)CN2CCN(C(=O)CNC(=O)Cc3cccc4ccccc34)CC2)c1C
12. COc1cccc(NC(=O)N(C)C[C@@H]2OCc3cn(nn3)CCCC(=O)N([C@H](C)CO)C[C@H]2C)c1
13. CC(=O)Nc1ccc(S(=O)(=O)N2CCN(S(=O)(=O)c3ccc(NC(C)=O)cc3)CC2)cc1
14. COc1ccc(N(CC(O)CN2CCOCC2)S(=O)(=O)c2ccc(C)cc2)cc1 (stereo not given)
15. CSc1ncc(C(C)=O)c(C)n1
16. CCOc1cc(/C=C2/SC(=S)N(CC(=O)O)C2=O)ccc1OC(=O)c1cccs1
17. CCOC(=O)c1c(C)[nH]c(C)c1S(=O)(=O)N1CCN(c2cccc(C)c2)C(C)C1 (stereo not given)
18. CCOc1ccccc1-n1c(SCC(=O)NC(C)CC)nnc1-c1ccoc1C (stereo not given)
19. COc1ccc(C)cc1NC(=O)C1CCC(CNc2c(N3CCOCC3)c(=O)c2=O)CC1 (stereo not given)
20. Cc1cc(-c2ccc3ccccc3c2)n2ncnc2n1
Compound	11	12	13	14	15	16	17	18	19	20
D1 antagonist	-8	nt	1	6	11	-1	-2	-2	-18	-23
Vif-A3F inh	2%	-13%	-6%	1%	9%	-13%	3%	-7%	-10%	2%
Vif-A3G inh	-3%	0%	3%	1%	1%	0%	5%	1%	-1%	4%
RXFP1 agonist	-1.4%	nt	1.6%	0.0%	0.1%	5.8%	-0.4%	-0.3%	-0.5%	2.2%
D1 PAM	1	nt	-1	-4	-5	-8	-3	-2	nt	2
LDHA inh	-1	3	1	-9	-16	-19	-5	-6	-16	-1
D2 PAM	-3	nt	12	nt	-4	9	1	6	-2	17
GRP78 ERSR act	-5%	-3%	-1%	-2%	-1%	-7%	-5%	-4%	-3%	-4%
D1 agonist	2	nt	0	3	1	4	1	1	-1	2

Laid out differently: entries from further up
The line under a structure holds: D1 antagonist	Vif-A3F inh	Vif-A3G inh	RXFP1 agonist	D1 PAM	LDHA inh	D2 PAM	GRP78 ERSR act	D1 agonist
1. COc1ccc(CNC(=O)C2CSC(c3ccc(OC)cc3)N2C(C)=O)cc1 (stereo not given)
→ -5	-1%	0%	4.8%	-4	-1	0	-2%	3
2. O=C(CSc1ccc(Cl)cc1)Nc1ncccn1
→ 10	-7%	-2%	0.5%	8	0	19	-3%	5
3. O=C(Cc1ccc(S(=O)(=O)N2CCOCC2)s1)N1CCN(c2ccc(C(F)(F)F)cc2[N+](=O)[O-])CC1
→ -15	4%	1%	0.9%	-6	-4	-1	-2%	5
4. COc1ccc(CC(=O)Nc2nc(-c3cccc([N+](=O)[O-])c3)cs2)cc1
→ 0	9%	0%	2.7%	7	-3	nt	0%	2
5. COc1ccccc1-c1noc(CSc2nnc(-c3ccccc3)n2-c2ccc(C)c(C)c2)n1
→ -10	0%	-7%	0.2%	-1	-17	-4	-3%	1
6. CCOC(=O)CNC(=O)N1CCCC(CCC(=O)NCc2ccc(F)c(F)c2)C1 (stereo not given)
→ 13	6%	0%	-3.9%	-3	-2	18	-2%	3
7. CN(C)C1(CNC(=O)C2CCN(S(=O)(=O)c3c(Cl)cccc3Cl)CC2)CCCCC1
→ 1	10%	-1%	-0.2%	-4	-10	nt	-5%	3
8. Cc1cccc(NC2=C/C(=N/S(=O)(=O)c3cccs3)c3ccccc3C2=O)c1
→ 3	2%	-10%	-1.5%	-2	30	6	5%	6

More compounds:
21. NC(=O)Cn1nc2sc3ccccc3n2c(=O)c1=O
22. CC(Sc1ncc(C#N)c(N)n1)C(=O)Nc1ccccc1 (stereo not given)
23. COc1ccc(N(CC(=O)N2CCN(c3ccc(F)cc3)CC2)S(=O)(=O)c2c(C)nn(C)c2C)cc1
24. CCOC(=O)c1cccc(NC(=O)CC2Oc3ccccc3NC2=O)c1 (stereo not given)
25. Cc1cc2cc3c(cc2nc1SCC(=O)OC(C)C)OCO3
26. COc1ccc(CC(=O)NNC(=O)c2ccccn2)cc1
27. COc1ccccc1N1CCN(S(=O)(=O)c2ccc(-n3cnnn3)cc2)CC1
28. Cc1ccc(-n2nnnc2/C=C\Nc2cc(C)on2)cc1
29. CN(C)S(=O)(=O)c1cccc(NC(=O)COC(=O)/C=C/c2ccc([N+](=O)[O-])cc2)c1
30. N#Cc1cccc(-c2nnc(SCc3ccccc3C#N)o2)c1
Compound	21	22	23	24	25	26	27	28	29	30
D1 antagonist	-19	-7	-3	-6	-10	-26	-17&-12	-2	-22	-13
Vif-A3F inh	nt	1%	-2%	0%	-7%	8%	4%&-6%	-2%	7%	2%
Vif-A3G inh	nt	-8%	7%	0%	0%	-3%	2%&0%	0%	-6%	-5%
RXFP1 agonist	2.0%	1.3%	2.5%	2.0%	?	1.7%	1.8%&2.9%	1.9%	0.5%	-3.1%
D1 PAM	2	-9	0	-2	-1	-3	-8&0	-9	3	-2
LDHA inh	nt	-3	2	-18	-3	-7	1&-1	-2	-4	-6
D2 PAM	-1	-1	-2	-6	14	0	-9&0	-3	-6	-5
GRP78 ERSR act	nt	-3%	-1%	4%	-5%	4%	-4%&-3%	2%	-1%	6%
D1 agonist	4	1	-2	2	2	12	1&0	-2	8	6

31. Cc1ccc(NC(=O)c2ccccc2N(C)S(C)(=O)=O)cc1C
32. COc1c(S(=O)(=O)NCCN2CCOCC2)ccc(Cl)c1Cl
33. CC(C)CC1CC(=O)OC1(C)C(=O)CSc1nc2ccccc2s1 (stereo not given)
34. COc1ccc(OCC(=O)N2CCc3c([nH]c4ccccc34)C2c2ccccn2)cc1 (stereo not given)
35. COc1ccc(OC)c(/C=N/n2c(COc3ccccc3)n[nH]c2=S)c1
36. COc1c(C)cc(Br)cc1C(=O)Nc1ccc(-c2nc3ncccc3o2)cc1
37. COC(=O)C(Cc1ccccc1)NC(=O)c1ccc(C)cc1 (stereo not given)
38. Oc1cccc(C=NCc2ccccc2)c1O
39. CCOC(=O)C1=C(CSc2nc3ccccc3s2)NC(=O)NC1c1ccc(OC)cc1 (stereo not given)
40. N#Cc1ccc(N2CCCC2C(=O)O)c([N+](=O)[O-])c1 (stereo not given)
41. CCN(CC(=O)N1CCOCC1)S(=O)(=O)c1ccc(Cl)cc1
Compound	31	32	33	34	35	36	37	38	39	40	41
D1 antagonist	-13	13	-14	-9	-5	8	-27	-4	-8	0	-2
Vif-A3F inh	-6%	0%	3%	0%	7%	1%	-4%	-6%	-6%	0%	0%
Vif-A3G inh	0%	1%	0%	-4%	-5%	2%	4%	-3%	1%	0%	0%
RXFP1 agonist	2.0%	-2.6%	0.4%	1.4%	?	0.6%	3.3%	0.3%	-3.5%	-0.3%	2.6%
D1 PAM	-2	0	-5	3	-1	0	-3	-7	-11	-3	-6
LDHA inh	-1	-10	-3	-3	-9	-2	-13	29	-10	-2	-5
D2 PAM	2	-5	-23	-2	0	7	nt	2	-3	-10	8
GRP78 ERSR act	-1%	1%	4%	2%	-1%	1%	0%	8%	-3%	-4%	-2%
D1 agonist	1	-3	0	1	3	7	-1	5	5	1	4

Only part of the results is shown; the hit share may differ from the screen's.
